TRHR agonist: qHTS for Small Molecule Agonists and Allosteric Enhancers of Human TRH Receptor: Primary Screen for Agonists; activation, % at 2 µM; 360,000 compounds, 0.18% hits; Thyrotropin-releasing hormone receptor (Homo sapiens), P34981; TRHR cells, calcium flux fluo-8, FDSS agonist mode; in the data active means activation above about 30%; further: 0% is about no effect
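TRHR-expressing cells loaded with fluo-8 calcium dye; 23 nL library compound pin-transferred, kinetic FDSS fluorescence (Ex 480/Em 530) recorded about 180 s for agonist-induced calcium release, before a 10 nM TRH EC20 addition for potentiator mode.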
rTrxR1 inhibitor: qHTS Assay for Inhibitors of Mammalian Selenoprotein Thioredoxin Reductase 1 (TrxR1): qHTS; AID 588453, 2011; recombinant rTrxR1, NADPH fluorescence consumption, selenite substrate; Potency, µM (series often up to 114 µM), for inactives: top-dose activity change, negative = inhibition, hits mostly inhibitors; 390,000 compounds, 1% hits; further: potency means the concentration at half of the fitted maximal effect; on the % scale 0 is the no-effect control and ±100 the full control effect; nearly all actives have a fitted effect of over 65% in size
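Rat TrxR1 (90 nM in the dispensed reagent) was pre-reduced with 400 uM NADPH for 5 min at room temperature, then incubated with compound for 15 min. After 400 uM selenite was added, NADPH fluorescence (Ex 340/Em 450 nm) was followed for 8 min.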
Pin1 inh: qHTS Assay to Find Inhibitors of Pin1; Potency, µM (highest dose often 115 µM), inactives show top-dose activity, negative = inhibition, actives largely listed as inhibitors; Pin1 FP peptide displacement, HiFluor488, 10 min; AID 504891, 2011; Peptidyl-prolyl cis-trans isomerase NIMA-interacting 1 (Homo sapiens), Q13526; 390,000 compounds, 0.009% hits; active means well fitted inhibition curve with a large enough effect in the polarisation, with a control signal flat, not every such curve was filed as active; inconclusive means small, poorly fitted or top-dose-only effect, or effect the other way, or a change in a side signal; inactive means no such curve, though single readings can be large or run the other way; the % refers to the polarisation; further: potency means the concentration at half of the fitted maximal effect; on the % scale 0 is the no-effect control and ±100 the full control effect
Target sequence (Q13526 whole entry, looked up): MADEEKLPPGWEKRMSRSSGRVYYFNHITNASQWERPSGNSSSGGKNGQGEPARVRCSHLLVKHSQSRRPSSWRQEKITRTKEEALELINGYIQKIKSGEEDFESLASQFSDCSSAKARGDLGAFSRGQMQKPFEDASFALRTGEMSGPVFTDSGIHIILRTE
mIDH1 inhibitor: qHTS for Inhibitors of mutant isocitrate dehydrogenase 1 (IDH1): qHTS. Isocitrate dehydrogenase [NADP] cytoplasmic (Homo sapiens), O75874. IDH1-R132H enzyme, NADPH consumption, diaphorase/resazurin fluorescence. Potency, µM (doses to about 76.6 µM), without a hit: top-dose activity change, negative = inhibition, usual class: inhibitors. 390,000 compounds, 0.093% hits. AID 602179, 2012; further: potency means the concentration at half of the fitted maximal effect; on the % scale 0 is the no-effect control and ±100 the full control effect; nearly all actives have a fitted effect of over 65% in size
Target sequence (O75874 whole entry R132H, stated change not applied): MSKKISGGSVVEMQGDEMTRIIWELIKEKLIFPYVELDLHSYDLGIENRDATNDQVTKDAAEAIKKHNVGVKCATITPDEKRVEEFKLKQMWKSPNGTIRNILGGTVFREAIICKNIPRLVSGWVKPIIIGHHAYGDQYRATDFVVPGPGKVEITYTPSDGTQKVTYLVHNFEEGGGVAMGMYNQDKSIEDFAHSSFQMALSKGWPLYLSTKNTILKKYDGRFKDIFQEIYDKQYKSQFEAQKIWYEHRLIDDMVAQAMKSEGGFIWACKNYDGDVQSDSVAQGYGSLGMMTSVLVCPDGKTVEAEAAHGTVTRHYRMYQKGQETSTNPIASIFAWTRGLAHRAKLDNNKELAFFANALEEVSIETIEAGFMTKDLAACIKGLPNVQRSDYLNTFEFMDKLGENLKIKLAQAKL
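IDH1-R132H (0.5 ug/mL) preincubated 30 min with compound, then NADPH (0.016 mM) and alpha-KG (2 mM) added; 80 min at RT, pH 7.5. Remaining NADPH coupled via diaphorase/resazurin to fluorescence (540/590 nm); concentration-response curves normalized to no-enzyme control.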
D2 ag: HTS Assay for Allosteric Agonists of the Human D2 Dopamine Receptor: Primary Screen for Agonists; D(2) dopamine receptor (Homo sapiens), P14416; HEK293 T-REx D2 cells, calcium flux agonist mode; activation, % at 2 µM; 340,000 compounds, 0.53% hits;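 active means activation over 3 SD above normal in the single-dose calcium agonist read, cut at about 30% in these data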; further: 0% is about no effect
Target sequence (P14416 whole entry, looked up): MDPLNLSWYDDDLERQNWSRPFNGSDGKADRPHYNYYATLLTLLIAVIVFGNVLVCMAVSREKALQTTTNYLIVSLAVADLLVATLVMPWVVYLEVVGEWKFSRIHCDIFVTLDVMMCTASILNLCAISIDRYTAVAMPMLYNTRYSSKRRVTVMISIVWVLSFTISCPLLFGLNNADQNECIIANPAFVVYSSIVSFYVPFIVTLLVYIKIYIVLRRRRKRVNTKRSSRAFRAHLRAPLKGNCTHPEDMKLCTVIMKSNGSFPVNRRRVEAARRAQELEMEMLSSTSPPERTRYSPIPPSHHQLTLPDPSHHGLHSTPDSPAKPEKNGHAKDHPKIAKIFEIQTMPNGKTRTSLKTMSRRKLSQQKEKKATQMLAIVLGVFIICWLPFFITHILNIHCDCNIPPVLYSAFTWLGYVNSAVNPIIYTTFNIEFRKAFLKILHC
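Agonism is scored from calcium flux in a force-coupled, inducible HEK293 cell line expressing D2, read kinetically for 180 s after compound addition against dopamine controls.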
D2 antag: HTS Assay for Allosteric Antagonists of the Human D2 Dopamine Receptor: Primary Screen for Antagonists | D(2) dopamine receptor (Homo sapiens), P14416 | inhibition, % at 10 µM | HEK293 TREx D2 cells, calcium flux, dopamine EC80 | AID 485344, 2010 | 340,000 compounds, 2% hits; in the data active means inhibition above about 30%; further: 0% is about no effect
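Tetracycline-induced HEK293 TREx cells expressing D2 receptor forced-coupled to calcium signalling, loaded with no-wash calcium dye. Compounds added and calcium flux read 180 s, then dopamine added at EC80 and read a further 180 s.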
TRHR enhancer: qHTS for Small Molecule Agonists and Allosteric Enhancers of Human TRH Receptor: Primary Screen for Enhancers. TRHR cells, fluo-8 calcium fluorescence, EC20 TRH enhancement. enhancement, % at 2 µM. 360,000 compounds, 0.66% hits. AID 493056, 2011; in the data active means enhancement above about 30%; further: 0% is about no effect
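TRHR-expressing cells loaded with fluo-8 calcium dye were read kinetically (ex 480/em 530) during compound addition, then stimulated with an EC20 of TRH (10 nM final). Enhancement of the Gq-mediated intracellular calcium response was scored.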
TrxR1 substrate: qHTS Assay for Substrates of Mammalian Selenoprotein Thioredoxin Reductase 1 (TrxR1): qHTS; Thioredoxin reductase 1, cytoplasmic (Rattus norvegicus), O89049; purified TrxR1 substrate turnover, NADPH consumption readout; Potency, µM (titrated, usually from 114 µM), inactives show top-dose activity change, negative = substrate turnover; 390,000 compounds, 0.01% hits; further: potency means the concentration at half of the fitted maximal effect; on the % scale 0 is the no-effect control and ±100 the full control effect; nearly all actives have a fitted effect of over 50% in size
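Rat TrxR1, dispensed at 90 nM, was prereduced with 400 uM NADPH (final) for 5 min at ~22 deg C, then incubated with compound 15 min before 400 uM selenite. A first-read NADPH fluorescence drop versus no-compound background flagged substrates.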
USP1 inh: Inhibitors of USP1/UAF1: Primary Screen; AID 743255, 2014; Potency, µM (highest dose often 57.1 µM), for the others: top-dose activity change, negative = inhibition, usual class: inhibitors; Ubiquitin carboxyl-terminal hydrolase 1 (Homo sapiens), O94782; recombinant USP1/UAF1, Ub-Rhodamine cleavage fluorescence; 390,000 compounds, 0.23% hits; further: potency means the concentration at half of the fitted maximal effect; on the % scale 0 is the no-effect control and ±100 the full control effect; nearly all actives have a fitted effect of over 60% in size; inactives centre near -12
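USP1/UAF1 complex (1 nM) preincubated 15 min at room temperature with compound, then Ub-Rho substrate (150 nM final) added. Kinetic fluorescence at 480/540 nm over 6 reads at 60 s intervals; 50 mM HEPES pH 7.8, 0.5 mM EDTA, 0.1 mg/ml BSA, 1 mM TCEP, 0.01% Tween-20.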
* = called active by the depositor; ? = inconclusive; . = no result given; & = joins results of further samples; [ ] = another dose, or the depositor's remark. Unless noted, the call rests on the fitted dose curve; in most records, active means well fitted inhibition curve with a large enough effect; inconclusive means small, poorly fitted or top-dose-only effect; inactive means no such curve, though single readings can be large or run the other way. Some of the compounds tested; count on the stated rates, not on these rows.

SMILES	TRHR agonist	rTrxR1 inhibitor	Pin1 inh	mIDH1 inhibitor	D2 ag	D2 antag	TRHR enhancer	TrxR1 substrate	USP1 inh
O=C(CSc1nnc(-c2cccnc2)n1-c1ccc(F)cc1)NCc1ccc2c(c1)OCO2	0.5	-3%	2%	-3%	0.1	0	2	5%	7%
COc1ccc(N(CC(=O)NC2CCCCC2)C(=O)CNC(=O)c2ccco2)cc1	-1.0	6%[11.4 µM]	-5%	12%	-0.4	-10	-1	13%[57.1 µM]	-13%
CCOc1ccc(CCNC(=O)c2ccc3nc(N4CCC(C)CC4)sc3c2)cc1OCC	-0.7	15%	-5%	13%	0.4	.	4	-1%	-25%
O=C(CNCc1ccccc1Cl)Nc1ccc2c(c1)OCCO2	-0.7	-24%	-9%	6%	0.2	4	-1	-33%	-21%
CN(CC(=O)N(C)CC(=O)Nc1c(Cl)cccc1Cl)Cc1ccc(Br)s1	-0.6	-1%	5%	4%	0.0	2	8	2%	-19%
Cc1cccc(OCc2ccc(C(=O)Nc3cc(C)on3)o2)c1	-1.9	-3%	4%	-4%	0.4	0	14	-2%	-1%
O=C(NCCN1CCCC1)c1ccc(Cn2c(=S)[nH]c3cc4c(cc3c2=O)OCO4)cc1	0.1	1%	?	2%	-0.3	-1	4	0%	-19%
O=C(c1cc(-c2cccc(O)c2)on1)N1CCOCC1	1.0	-3%[57.1 µM]	6%	12%	-0.5	-41	2	-4%[57.1 µM]	-16%
Cn1cc(-c2ccccc2C(=O)O)c(=O)c2ccccc21	-0.3	-4%	-4%	-12%	-1.1	15	2	6%	-6%
NC(=O)c1ccc(C(=O)c2ccc([N+](=O)[O-])cc2)cc1	0.8	-16%	-5%	0%	-0.3	-1	-9	-14%	-7%
COC(=O)c1ccc(NC(=O)CSc2n[nH]c(-c3ccccc3)n2)cc1	-0.1	14%[57.1 µM]	1%	20%	-0.4	.	-3	-1%[57.1 µM]	-17%
Cc1ccsc1C(=O)NC(C)c1ccccc1 (stereo unspecified)	0.1	17%	-1%	12%	.	.	2	4%	-13%
CC(C)(C)c1csc(NC(=O)Cc2ccc(S(=O)(=O)N3CCOCC3)s2)n1	1.4	14%	?	11%	0.5	-24	-11	3%	-13%
O=C1Nc2ccccc2C1(c1ccccc1)c1ccccc1	-0.2	18%	-1%	0%	-1.6	-5	-2	-1%	-26%
COCCCNc1nc(N)c([N+](=O)[O-])c(NCc2ccccc2)n1	-1.7	5%	1%	-6%	-1.9	-14	9	-7%	-20%
O=C(c1ccco1)N1CCCN(Cc2nc(-c3cccs3)no2)CC1	-0.7	22%	-3%	3%	-2.2	8	0	1%	2%
Cc1c(NC(=O)C2CCN(S(=O)(=O)c3ccccc3)CC2)c(=O)n(-c2ccccc2)n1C	0.1	27%	-2%	6%	0.3	1	27	13%	-11%
Cc1nnc(N/N=C/c2ccccc2F)n1N	1.0	5%	-2%	3%	1.1	-18	6	-8%	-20%
CCN1CCN(c2nc3ccccn3c(=O)c2/C=C(\C#N)S(=O)(=O)c2ccccc2)CC1	2.3	-12%	7%	-4%	-0.6	34*	1	-3%	-11%
O=C(CN1C(=O)COc2ccc(Cl)cc21)Nc1ccc(F)cc1	1.1	7%	3%	-1%	1.2	.	3	-3%	-10%
COc1cccc(CC2(CO)CCCN(Cc3ccc4c(c3)OCCO4)C2)c1 (stereo unspecified)	0.7	2%	5%	0%	0.4	56*	-8	-1%	-9%
NC(N)=NCC(O)CN(c1ccccc1)c1ccccc1 (stereo unspecified)	0.7	23%	-9%	4%	-0.1	-32	6	8%	-17%
COc1ccc(OC)c(C(=O)c2ccc(Cl)cc2)c1	-1.0	-2%[57.1 µM]	0%	2%	-0.6	-23	-1	-6%[57.1 µM]	-16%
Cc1cc2ncn(C(=O)c3ccc(F)cc3)c2cc1C	-0.1	1%[57.1 µM]	7%	0%	-2.4	-7	24	-1%[57.1 µM]	6%
CC(C)c1nc(N2CCOCC2)c(C#N)c2c1COC(C)(C)C2	-0.2	6%	-4%	5%	0.1	-32	7	90%[activator]	-9%

Results in mIDH1 inhibitor, TRHR agonist and D2 ag, for some of the entries so far:
| Compound | mIDH1 inhibitor | TRHR agonist | D2 ag |
| --- | --- | --- | --- |
| CC(C)(C)c1csc(NC(=O)Cc2ccc(S(=O)(=O)N3CCOCC3)s2)n1 | 11% | 1.4 | 0.5 |
| O=C1Nc2ccccc2C1(c1ccccc1)c1ccccc1 | 0% | -0.2 | -1.6 |

New compounds follow
SMILES	TRHR agonist	rTrxR1 inhibitor	Pin1 inh	mIDH1 inhibitor	D2 ag	D2 antag	TRHR enhancer	TrxR1 substrate	USP1 inh
CCCN(CCC)S(=O)(=O)c1ccc(N2CCCC2=O)c([N+](=O)[O-])c1	0.7	12%	-2%	2%	1.6	-5	2	3%	-20%
COCCSc1nnc(NC(=O)C2CCCCC2)s1	-0.1	-14%	1%	15%	.	.	8	-11%	3%
CCn1c(=N)c(C(=O)NCc2ccccc2)cc2c(=O)n3cccc(C)c3nc21	-0.1	50%[activator]	38%[activator]	2%	-0.9	.	-2	292%[activator]	-26%
NS(=O)(=O)c1ccc(NC(=O)CN2CCN(S(=O)(=O)/C=C/c3ccccc3)CC2)cc1	1.5	?	0%	0%	2.3	17	-2	-14%	-15%
COc1ccc(-c2nc(CS(=O)(=O)CC(=O)NCc3ccccc3Br)c(C)o2)cc1	-0.4&0.0	-8%[57.1 µM]	12%&14%	9%	0.0&-0.6	-12	-6&-9	2%[57.1 µM]	-11%&5%
Cc1ccc2c(c1)CCCN2C(=O)c1ccoc1C	0.0	?	-11%	5%	-0.3	-14	0	4%	-7%
O=C(NCc1ccc(Cl)cc1)C1CCC(CNS(=O)(=O)c2ccccc2)CC1 (stereo unspecified)	0.2&0.0	10%	5%&3%	4%&9%	-0.2&-1.2	3	-1&2	8%	-9%&-14%
Cc1cc(Cl)ccc1NC(=O)CCCn1nc(C)c2c(C)n(-c3ccccc3)nc2c1=O	-1.3	18%	-2%	-8%	0.0	.	-6	9%	-9%
Cc1ccc(-c2ccc(=O)n(CC(=O)N3CCN(c4cccc(C)c4)C(C)C3)n2)cc1 (stereo unspecified)	-2.0	4%	-3%	-1%	0.3	-7	4	-12%	-32%
O=C(CSc1ccc(Br)cc1)Nc1ccc(N2CCOCC2)cc1	0.1	22%	1%	4%	.	.	-3	2%	-22%
CC(C)c1cccc(OCCN2CCCC2)c1	0.9	21%	1%	11%	0.5	71*	0	2%	-19%
CCCCCc1cc(OC)cc2c1C(=O)OC(C)(C)O2	.	6%	7%	10%	.	.	.	-5%	-37%
CN1CCN(c2nc(-c3cccc([N+](=O)[O-])c3)nc3ccccc23)CC1	-0.3	8%	?	13%	.	.	2	-5%	-16%
O=C(NC12CC3CC(CC(C3)C1)C2)c1ccc(N2CCNCC2)c([N+](=O)[O-])c1	-0.3	18%[57.1 µM]	5%	6%	0.5	-2	1	-16%[57.1 µM]	-8%
Cc1cc(C)n2c(Br)c(CSc3nc4ccccc4o3)nc2n1	-0.6	13%	-1%	-7%	-0.7	-3	-7	26%	-5%
N#Cc1c(-c2ccccc2)nc(N2CCOCC2)[nH]c1=O	-0.2	7%[57.1 µM]	-4%	9%	-0.2	-10	-4	-2%[57.1 µM]	-11%
O=C(Nc1ccccc1)c1nc[nH]c1C(=O)NCCCCCCNC(=O)c1[nH]cnc1C(=O)Nc1ccccc1	.	7%	?	0%	.	.	.	-1%	-6%
CC1(C)CC(C(=O)Nc2ccccc2)C(=O)O1 (stereo unspecified)	.	26%[11.4 µM]	-1%	1%	.	.	.	12%[11.4 µM]	-11%
COCCCNC(=O)c1ccc(-n2c(-c3ccccc3)cc3c2CCCC3)cc1	0.8	13%	2%	-6%	-1.5	.	0	-4%	3%
N#Cc1c[nH]n2c(NC3CCCCC3)c(-c3ccccc3F)nc12	0.3	17%	2%	-11%	1.3	.	8	2%	-4%
Cc1cccc(OC(C)C(=O)Nc2cc(Cl)ccc2-n2cncn2)c1 (stereo unspecified)	-0.1	19%	6%	1%	-0.2	-19	14	-4%	-8%
CCCN(CCC)S(=O)(=O)c1ccc(N2CCCCS2(=O)=O)cc1	1.4	8%[57.1 µM]	-3%	28%	-2.3	.	6	-5%[57.1 µM]	4%
CC(C)Cn1cc(C(=O)N2CCOCC2)c2c3ccccc3n(C)c2c1=O	0.2	-4%	-2%	-2%	0.6	4	-1	75%[activator]	8%
COc1cccc(C(=O)NCC(=O)N/N=C/c2cccnc2)c1	0.2	7%	4%	-20%	0.1	-12	-3	-2%	-16%
COc1ccc(N(C(=O)CCl)C(C(=O)NCCc2ccccc2)c2cccs2)cc1Cl (stereo unspecified)	0.6	14µM*	31%[activator]	-7%	7.9	-8	-3	-8%	-18%
O=C(NCC(c1ccco1)N1CCCC1)c1sc2cc(F)ccc2c1Cl (stereo unspecified)	.	-1%	0%	9%	.	.	.	6%	-13%
O=C(NNc1nc2ccccc2s1)Nc1ccc(F)cc1	-0.4	27%	-3%	-2%	-3.2	-25	-1	8%	-6%
Cc1ccc(C23CC4CC(CC(CN)(C4)C2)C3)cc1	11	20%	3%	-6%	6.1	5	0	-1%	5%

Screens from PubChem.
